# High-throughput results (PubChem BioAssay)
# Exocytosis inh: lytic granule exocytosis inhibition. TALL-104 LAMP-1 surface exposure, flow cytometry; cells stimulated with thapsigargin and PMA. inhibition, % at 10 µM. 360,000 tested, 0.66% active. AID 651702;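 active = inhibition above about 55%, limit read from the data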
# ABCB6 inh 2: blocks the human ABCB6 transporter | K562-ABCB6 porphyrin accumulation, flow cytometry, 1 h; active compounds read low | fluorescence ratio to DMSO, % at 10 µM | 360,000 tested, 0.19% active;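 active = fluorescence ratio to DMSO below 75%, the collection mean minus 3 SD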;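 note: signal is porphyrin accumulated inside mitochondria; 100% equals median channel fluorescence of DMSO control wells; lower ratio means ABCB6 inhibition with less porphyrin fluorescence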
# Vif imaging: blocks HIV Vif function. HEK293T cells, Vif self-association by quenched fluorescence, imaging, 24 h. inhibition, % at 7.49 µM. 340,000 tested, 0.35% active. AID 602346; in the data active = inhibition above about 50%, passing the limit was not always enough; note: some results filed as inactive read as strong as hits
# N-glyco inh: blocks N-linked glycosylation in D54 reporter cells; D54 ERlucT glycosylation luciferase reporter, 24 h; percent of 100 nM tunicamycin response; reporter increase, % at 12.5 µM; 360,000 tested, 0.23% active;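 active = mean luciferase reporter signal, scaled so untreated is 0 and the glycosylation-blocking control 100, at or above a set limit in every replicate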;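 note: luciferase carries N-glycosylation sites so blocking glycosylation raises the light; 0% = median of neutral control wells and 100% = median of 100 nM tunicamycin wells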
# hiPSC survival: increases survival of single human iPS cells; hiPSC single-cell survival, ATPlite luminescence; 100% = ROCK inhibitor wells, 0% = DMSO; survival enhancement, % at 20 µM; 360,000 tested, 0.044% active; AID 602274; in the data active = survival enhancement above about 18%;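 note: cells exposed to compounds for 16 hours before the ATP read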
# Cardio protect: protects H9c2 cardiomyocytes from peroxide injury | 360,000 tested, 0.63% active | H2O2 injury protection, ATPLite, 2 h | AID 588492 | protection from H2O2 cell death, % at 20 µM;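 active = compounds giving at least 50% protection of heart cells from peroxide-induced death in the single-dose screen, raw or plate-pattern-corrected value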;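 note: 0% = DMSO wells with peroxide and 100% = DMSO wells without peroxide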
# PDI inh: blocks human protein disulfide isomerase activity. P07237. 350,000 tested, 0.052% active. inhibition, % at 10 µM. PDI insulin aggregation turbidity, A650, 90 min;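 active = mean inhibition across replicates of 30% or more, whatever share of single replicates reach that level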;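 note: absorbance from insulin aggregation driven by PDI reduction with DTT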
# Target sequence (P07237 whole entry, looked up): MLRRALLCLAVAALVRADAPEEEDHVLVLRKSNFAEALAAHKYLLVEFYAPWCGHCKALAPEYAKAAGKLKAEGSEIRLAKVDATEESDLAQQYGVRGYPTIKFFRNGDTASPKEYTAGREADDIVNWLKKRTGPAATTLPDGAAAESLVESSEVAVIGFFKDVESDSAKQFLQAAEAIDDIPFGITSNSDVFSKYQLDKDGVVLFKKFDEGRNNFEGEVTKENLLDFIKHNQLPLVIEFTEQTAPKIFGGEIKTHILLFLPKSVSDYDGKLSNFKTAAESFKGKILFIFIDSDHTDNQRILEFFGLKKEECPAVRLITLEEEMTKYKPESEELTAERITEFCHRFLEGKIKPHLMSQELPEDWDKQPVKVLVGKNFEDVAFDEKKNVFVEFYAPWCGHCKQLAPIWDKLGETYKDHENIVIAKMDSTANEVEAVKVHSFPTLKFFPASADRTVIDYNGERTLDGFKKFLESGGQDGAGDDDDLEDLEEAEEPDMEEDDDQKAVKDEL
# CaV13 FRET inh: Disruptors of the CACNA1D IQ motif to Ca2+-dependent inactivation inhibitor domain association, primary screening, Förster resonance energy transfer in intact living … | HEK cells, CFP/YFP FRET ICDI-IQ, plate reader, 10 min; percent FRET-ratio fall versus neutral wells | inhibition, % at 12.3 µM | 340,000 tested, 0.098% active;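 active = mean replicate inhibition of at least 30% and at least 1% of replicates passing that level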;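 note: 0% = median of the neutral control wells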
# aDG glyco act: increases alpha dystroglycan glycosylation | activation, % at 10 µM | AID 624168 | 360,000 tested, 0.22% active | Pro5-aDG cells, alpha-DG glycosylation AlphaScreen (IIH6); 0% Pro5, 100% B10-LARGE cell signal;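 active = activation of at least 8% versus controls, or a plate z-score of at least 8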;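 note: Pro5 are CHO cells carrying HIG-tagged alpha-DG that lacks glycosylation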
# HTR2A ag: agonists of mouse serotonin 5-HT2A receptor (HTR2A); P35363; CHO-K1 mHTR2A beta-arrestin complementation, luminescence; percent of 30 µM serotonin response; activation, % at 7.6 µM; 360,000 tested, 0.66% active;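 active = activation above a run cutoff, the mean activation of all tested compounds plus 3 SD, cut at about 14% in these data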;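 note: 0% = plate median of compound wells and 100% = 30 µM serotonin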
# Target sequence (P35363 whole entry, looked up): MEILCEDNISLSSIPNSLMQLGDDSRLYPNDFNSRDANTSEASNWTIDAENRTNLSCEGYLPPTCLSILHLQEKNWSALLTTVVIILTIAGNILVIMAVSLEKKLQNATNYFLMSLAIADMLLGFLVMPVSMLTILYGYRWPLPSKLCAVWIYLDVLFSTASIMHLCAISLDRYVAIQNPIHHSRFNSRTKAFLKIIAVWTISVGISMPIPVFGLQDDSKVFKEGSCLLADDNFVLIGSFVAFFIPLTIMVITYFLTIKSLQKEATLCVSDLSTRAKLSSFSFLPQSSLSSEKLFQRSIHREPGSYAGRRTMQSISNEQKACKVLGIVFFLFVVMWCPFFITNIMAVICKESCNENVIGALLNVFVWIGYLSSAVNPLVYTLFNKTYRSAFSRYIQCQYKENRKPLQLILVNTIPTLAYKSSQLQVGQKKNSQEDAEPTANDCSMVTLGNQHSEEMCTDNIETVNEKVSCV
# * hit, by the source's call; / = no result given.
SMILES,Exocytosis inh,ABCB6 inh 2,Vif imaging,N-glyco inh,hiPSC survival,Cardio protect,PDI inh,CaV13 FRET inh,aDG glyco act,HTR2A ag
CC1C(=O)N2CCCc3cc(S(=O)(=O)N(C)Cc4ccccc4)cc1c32 (configuration not stated),-2,97,3,-3,-0.4,6,9,-5,-0.2,3
CCOC(=O)c1c(-c2cccc(N)c2)cn2ccccc12,-3,100,-5,2,0.0,8,0,-3,-0.1,5
Cc1ccc(N(CC(=O)NCc2ccc(F)cc2)S(=O)(=O)c2c(C)nn(C)c2C)cc1,7,100,4,1,-0.1,1,-2,-3,0.0,1
COc1cc(C=O)c(Br)cc1OCc1ccc(C)cc1,1,90,-2,-1,-3.0,-9,12,/,0.0,-2
C/C(Cl)=C\Cn1c(N2CCCC2)nc2c1c(=O)n(C)c(=O)n2C,-4,99,-14,-2,0.2,5,6,-13,-0.1,4
N=C(N)SCc1nc2ccccn2c1Br,-3,105,-11,5,5.4,0,4,-5,0.3,0
O=C(COC(=O)c1ccccn1)Nc1cc(Cl)ccc1Cl,-1,102,-4,4,1.5,-4,6,/,-0.1,-2
C#Cc1ccc([C@H]2C=C(C(=O)OCC=C)O[C@@H](OCc3ccc(CO)cc3)C2)cc1,0,98,-3,0,3.3,-6,-5,-8,-0.3,2
O=C(O)c1ccc(NCc2nc3ccccc3n2CCOc2ccccc2Cl)cc1,0,96,-27,1,-0.8,5,3,-18,0.5,-7
Cc1ccccc1Oc1cc(NC(=O)CCCn2nc(C)c([N+](=O)[O-])c2C)cc([N+](=O)[O-])c1,-1,102,-1,-6,-1.1,-7,-10,-3,1.5,-4
O=C(COc1cccc(C(F)(F)F)c1)N1CCN(c2ccc(O)cc2)CC1,2,96,-5,-3,-0.3,-10,-4,1,0.3,-4
COc1ccccc1Nc1n[nH]c(=S)s1,34,96,4,1,1.2,-11,-4,8,0.1,1
O=c1[nH]n(-c2ccc(F)cc2)c2ncccc12,-4,88,0,0,1.1,-2,4,-5,-0.3,0
O=C1[C@H]2[C@@H](c3ccc(Cl)cc3)N3C(=O)N(c4cccc(Cl)c4)C(=O)[C@@]3(Cc3ccccc3)[C@H]2C(=O)N1C1CCCCC1,-3,96,0,17,-4.1,-9,-4,-7,0.1,1
COc1ccccc1NC(=O)Nc1ccncc1,1,89,5,0,-1.9,-4,0,-5,0.7,2
O=C(NCCCn1ccnc1)C(F)(F)C(F)(F)C(=O)NCCCn1ccnc1,1,104,0,1,-2.9,1,2,/,-0.2,0
CCOc1ccccc1NC(=O)Cn1[nH]c(=O)c2ccccc2c1=O,3,97,0,3,0.1,12,7,/,-0.4,-2
O=C(NCC(=O)N1CCCC(C(F)(F)F)C1)c1ccc(Br)o1 (configuration not stated),1,91,-5,2,-0.4,0,9,-7,-0.1,-7
Cc1csc(=O)n1CCC(=O)OCC(=O)NCc1ccc(F)cc1,-1,100,-2,2,-0.3,6,-3,-2,0.3,5
COc1ccccc1N1CCN(C(C)C(=O)Nc2ccc(S(=O)(=O)N3CCOCC3)cc2)CC1 (configuration not stated),1,97,-4,1,0.1,-4,-2,7,0.1,1
Cc1c(Cl)cccc1NC(=O)Nc1cc(C(C)(C)C)nn1C,-4,90,-2,-6,-0.2,-4,-10,-4,0.1,-1
Cn1cc(CN2CCCC(C(=O)Nc3cccc(-c4cc5ccccc5[nH]4)c3)C2)cn1 (configuration not stated),6,97,-6,4,0.3,-3,1,-2,1.2,-15
COCCN(Cc1cccs1)S(=O)(=O)c1ccc(-c2ccc(=O)[nH]n2)s1,0,99,-3,1,-0.3,6,14,-2,-0.5,-2
CCC(C(=O)OCC(=O)N1C(C)CCCC1C)c1ccccc1 (configuration not stated),-9,251,-2,2,1.9,10,1,-3,0.0,-2
CCOc1ccccc1NC(=O)Cn1c(C)cc(COC)c(C#N)c1=O,4,87,1,2,3.5,3,-1,-3,-0.3,3
CC(C)C(NC(=O)c1c(F)cccc1F)C(=O)N1CCN(c2ccccc2F)CC1 (configuration not stated),5,94,-12,2,-0.1,2,-1,-20,0.0,-3
CCOC(=O)C1CCN(C(=O)CCNC(=O)Cn2cnc3ccccc3c2=O)CC1,-14,171,-3,1,-0.5,-1,-5,-3,-0.1,-1
CSc1ccccc1NC(=S)NC1CCCCC1,1,92,-3,-2,-0.6,-7,3,3,0.3,-1
Cc1ccc(S(=O)(=O)NCCCN2CCCC2)cc1,-6,95,-9,1,-0.6,0,-1,-3,1.5,-4
CC(C)(C)NC(=O)C(=O)NNC(=O)c1ccc(C(C)(C)C)cc1,3,91,0,7,-0.2,15,2,-6,0.2,4
O=C(C1=C[C@H](c2csc3ccccc23)C[C@H](OCc2ccc(CO)cc2)O1)N1CCN(Cc2ccc3c(c2)OCO3)CC1,10,91,-5,-2,-2.0,11,10,-5,0.7,-12
Cc1ccc(C(=O)COC(=O)C2CC(=O)N(c3nc(-c4ccccc4)cs3)C2)cc1C (configuration not stated),0,104,4,0,0.6,0,-2,-5,-0.2,4
Cc1cccn2c(=O)c3cc(S(=O)(=O)c4ccc(Br)cc4)c(=N)n(C4CCCCC4)c3nc12,24,91,10,2,-0.4,-12,-1,-14,-0.4,0
Cc1cc(-c2nnc(SCC(=O)Nc3nccs3)o2)no1,-7,99,-3,-1,-0.3,2,3,-5,-0.1,2
O=C(NCc1ccccc1Cl)c1cnccc1C(F)(F)F,-5,100,2,-2,0.1,6,0,-3,-0.1,1
O=C(CSc1ccc(Cl)cc1)OCc1nnc(-c2ccccc2)o1,2,95,16,1,2.1,-6,8,/,-0.2,3
O=C(C1CCN(S(=O)(=O)c2ccccc2)CC1)N1CCOCC1,-2,99,4,1,5.2,9,20,-6,-0.2,-1
CCOC(=O)C1(Cc2ccc(Cl)cc2)CCN(C(=O)CCc2cnccn2)CC1,1,97,/,0,-0.9,8,13,-4,0.1,-1
Fc1cccc(F)c1[B-](F)(F)F,2,101,-1,3,0.5,-2,6,-3,0.4,-2
CCOC(=O)N1CCN(C(=O)COC(=O)c2ccccc2NCCO)CC1,-12,99,4,3,-0.4,-2,5,-17,0.6,2
CC(C)(C)c1ccc(OCCn2ccccc2=O)cc1,-3,94,-26,3,-1.7,-6,-8,-4,0.8,5
NC(=O)c1ccsc1NC(=O)CSc1nc2ccccc2c(=O)n1CCCO,0,78,4,1,-1.4,24,0,-9,0.0,-1
Cc1ccc(N2C(S)=C(C#N)C(=O)NC2c2ccco2)cc1 (configuration not stated),17,105,5,0,-0.1,-1,3,-2,0.0,1
COc1ccc2cc(C(C)c3nc4ccccc4c(=O)n3N)ccc2c1 (configuration not stated),4,88,7,0,3.7,-9,0,-3,0.2,2
O=C(Nc1ccccc1)[C@@H]1CCCN1S(=O)(=O)c1ccc(Cl)cc1,-3,101,3,1,-2.1,5,-7,-6,-0.1,2
Cc1cc(=O)n2nc(N3CCC(C(=O)N4CCN(c5ccccc5)CC4)CC3)sc2n1,-4,106,3,1,1.2,9,2,0,-0.5,8
O=S(=O)(Cc1ccccc1)Nn1cnnc1,0,100,12,1,-2.2,3,-5,-7,-0.1,-1
Cc1cccnc1CC(C)NC(=O)c1cc(COc2cncc(Cl)c2)on1 (configuration not stated),-8,87,-4,-3,-0.5,-2,14,-14,0.5,-3
COc1ccc(C[C@@H]2CN3C(=NC[C@@H]3C)N2CCNC(=O)c2ccc(C)c(Br)c2)cc1,-3,94,/,-3,-5.7,4,0,-6,0.0,-21
CN(C(=O)c1ccccc1-c1ccccc1C(=O)O)c1ccccc1,0,94,1,-3,-0.6,3,1,-3,0.1,3
# Continued.
SMILES,Exocytosis inh,ABCB6 inh 2,Vif imaging,N-glyco inh,hiPSC survival,Cardio protect,PDI inh,CaV13 FRET inh,aDG glyco act,HTR2A ag
O=C(c1cc(-c2cccnc2)nc2ccc(Br)cc12)N1CCN(c2ncccn2)CC1,6,100,2,0,-0.9,59*,-6,-5,-0.8,8
Cn1nnnc1Sc1ncnc2scc(-c3ccc(Cl)cc3)c12,1,104,149*,-13,-2.9,-3,-5,-5,-0.4,-7
Cc1ccccc1OCc1ccc(C(=O)N2CCOCC2)o1,5,100,2,0,-0.6,5,-8,-7,0.0,-1
Cc1cc(C)c(S(=O)(=O)N(C)CC(=O)NCc2ccncc2)c(C)c1,-2,107,-5,0,-3.2,-2,-3,-2,-0.3,5
O=C(COC(=O)CSc1ccc(Br)cc1)NCc1ccco1,-6,99,-2,0,-0.2,-10,0,-6,-0.2,-5
Cn1c(SCCOc2cccc(Cl)c2)nnc1-c1ccncc1,1,90,11,10,4.5,-2,-5,-1,1.2,-2
CC(=O)Nc1ccc(-c2nc3c(C)cccc3[nH]2)cc1,0,99,3,-2,-2.0,-8,-4,-4,-0.2,-2
O=[N+]([O-])c1ccc(S(=O)(=O)Nc2nc(-c3ccccc3)cs2)cc1,5,95,-4,1,-0.5,-7,-10,-2,0.0,6
COc1cccc(-c2nnc(SCC(=O)Nc3cc(C)on3)o2)c1,-4,98,18,0,0.6,-10,2,/,0.0,-4
CCOc1ncccc1C(=O)Nc1ccccc1C(=O)NCc1ccc2c(c1)OCO2,0,98,-3,-2,-1.2,28,3,-6,0.3,3

# Vif imaging, hit marks shown above
molecule,Exocytosis inh,ABCB6 inh 2,Vif imaging,N-glyco inh,PDI inh,CaV13 FRET inh,aDG glyco act,HTR2A ag
Cn1nnnc1Sc1ncnc2scc(-c3ccc(Cl)cc3)c12,1,104,149*,-13,-5,-5,-0.4,-7

# More results
SMILES,Exocytosis inh,ABCB6 inh 2,Vif imaging,N-glyco inh,hiPSC survival,Cardio protect,PDI inh,CaV13 FRET inh,aDG glyco act,HTR2A ag
Cc1nnc(N(Cc2ccco2)C(=O)c2cccc(C#N)c2)s1,0,88,3,1,-0.4,0,6,-4,0.0,-5
CCCNC(=O)c1cccc(Br)c1,0,100,0,1,-2.5,7,2,-5,-0.2,0
CCOC(=O)[C@]12CCCC=C1N(CCc1ccc(OC)c(OC)c1)C(=O)[C@H](CC(=O)NCC13CC4CC(CC(C4)C1)C3)C2,4,/,/,/,/,/,/,-16,0.4,1
C/C(=N\NC(=O)C(C)Oc1ccc([N+](=O)[O-])cc1)c1ccccn1 (configuration not stated),-1,109,-11,-12,-2.5,50*,-27,-8,-0.3,0
Nc1ccc(N2CCCC2)c(S(=O)(=O)Nc2cccc(C(F)(F)F)c2)c1,25,136,-1,-1,-0.1,-6,-6,-5,-0.5,4
Cc1ccc(C(C)C)c(OCC(=O)NNC(=O)Cc2ccc(S(=O)(=O)N3CCOCC3)s2)c1,-6,96,16,-1,-0.4,1,3,-6,-0.2,-1
Cn1cccc1C(=O)C(=O)Nc1ccccc1C(F)(F)F,-4,103,3,3,-0.6,-8,9,1,-0.3,7
CCOC(=O)C1=C(CN2CCN(C(=O)c3ccco3)CC2)NC(=O)NC1c1ccc(OC)cc1 (configuration not stated),0,92,-9,1,-0.3,-2,12,-2,-0.2,0
O=C(O)c1ccc2c(c1)C(=O)N(c1cccc3ccccc13)C2=O,-6,92,/,1,1.6,9,7,-18,0.0,1
CCn1c(SCC(=O)Nc2cc(C)on2)nc2sc3c(c2c1=O)CCCC3,-3,99,16,-8,3.0,0,-1,-7,-0.3,4
O=C1CCCc2c1nc(-c1ccccc1)n2O,-5,103,7,2,-1.5,0,1,-8,-0.2,0
